High-throughput results (PubChem)
C8 TRAIL sens – caspase-8 TRAIL sensitization. NB7+C8 cells + TRAIL, ATPlite viability luminescence. hit rate 1% among 360,000. inhibition (viability loss, TRAIL sensitization), % at 10 µM;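 active = compounds causing at least 50% loss of cell viability in the single-dose screen, relative to plate controls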
NCOA3 inh – inhibits human SRC3 coactivator. Q9Y6Q9. HEK293 GAL4-SRC3 luciferase reporter, luminescence. inhibition, % at 3.6 µM. hit rate 0.17% among 360,000;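 active = inhibition above a per-campaign cutoff, the mean of all compounds plus 3 SD, cut at about 60% in these data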;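 also: 0% = DMSO-treated cells and 100% = gossypol-treated cells at 36 µM; higher means less SRC3-driven luciferase light from the GAL4 reporter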
TROY signal inh – blocks TROY-dependent signaling in reporter cells. Q293 LMP1-TROYcd NF-kB luciferase reporter, 4 h. hit rate 0.98% among 360,000. inhibition, % at 10 µM;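 active = compounds whose plate-normalised and pattern-corrected inhibition of the luciferase reporter signal at the single screening dose is 50% or more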
TWEAK Fn14 block – TWEAK-Fn14 signaling inhibition; TWEAK-stimulated Fn14 reporter cells, luciferase luminescence, 8 h; inhibition, % at 10 µM; hit rate 2% among 360,000; AID 1159606; in the data active = inhibition above about 50%
KKLEB tox – reduces viability of KKLEB cystic fibrosis airway cells. hit rate 0.36% among 360,000. activity change (cytotoxicity), % at 5 µM. KKLEB CF airway cells viability, ATPlite luminescence, overnight; active compounds read low; cells stimulated with P. aeruginosa culture filtrate;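 active = corrected activity change at or below -50% at 5 µM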
NR5A2 inv ag – NR5A2 inverse agonism in reporter assay. inhibition, % at 3.6 µM. HEK293T StAR-luciferase reporter, LRH-1 transfected, 24 h. hit rate 0.13% among 360,000. O00482;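 active = inhibition above the mean inhibition of all tested compounds plus 3 SD, cut at about 73% in these data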;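 also: 0% = DMSO wells and 100% = reporter-only cells lacking LRH-1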
COUP-TFII inh – blocks human COUP-TFII nuclear receptor; AID 686940; inhibition, % at 8.6 µM; HEK293T NGFI-A luciferase reporter, luminescence; hit rate 0.7% among 370,000;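 active = inhibition above a per-plate cutoff, mean inhibition of test wells between control levels plus 3 SD, cut at about 38% in these data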;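 also: cells cotransfected with COUP-TFII expression vector driving the NGFI-A reporter; 0% = median of COUP-TF2 test wells and 100% = reporter-only cells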
NCOA1 inh – inhibits human SRC1 coactivator. HEK293 GAL4-SRC1 luciferase reporter, luminescence. inhibition, % at 3.6 µM. hit rate 0.12% among 360,000. Q15788;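 active = inhibition above the campaign mean plus 3 SD, with each screening campaign given its own cutoff, cut at about 60% in these data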;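 also: 0% = DMSO treated cells and 100% = gossypol at 36 µM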
Shn3 3UTR inh – Schnurri-3 reporter inhibition in Clone20 osteoblasts. Clone20 osteoblast Shn3 3'UTR firefly luciferase, 24 h. inhibition, % at 12.5 µM. hit rate 0.52% among 360,000;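 active = mean inhibition of at least 75% with every replicate also reaching 75%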;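 also: 0% = median of neutral control wells and 100% = pilot-screen positive control compound; some compounds past the cut are filed as inactive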
EBV LMP1 NFkB – inhibitors of Epstein-Barr LMP1-induced NF-kappaB reporter | LMP1-induced NF-kappaB luciferase reporter cells, luminescence | inhibition, % at 12.5 µM | hit rate 0.69% among 350,000; in the data active = inhibition above about 41%;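 also: 0% = neutral control wells and 100% = reference inhibitor control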
CF NFkB inh – cystic fibrosis NF-kB activation inhibition; KKLEB NF-kB-GFP reporter, PAF-induced, GFP fluorescence overnight; inhibition, % at 5 µM; hit rate 0.86% among 360,000; AID 588850;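 active = at least 50% inhibition at 5 µM, scaled per plate between neutral and stimulator controls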;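 also: PAF is a Pseudomonas aeruginosa culture filtrate used as stimulus; plate controls were PAF-stimulated DMSO wells for no effect and unstimulated DMSO wells for full effect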
* marks the source's active call; other numbers are inactive results; . = no result given; & = joins results of further samples.

compound	C8 TRAIL sens	NCOA3 inh	TROY signal inh	TWEAK Fn14 block	KKLEB tox	NR5A2 inv ag	COUP-TFII inh	NCOA1 inh	Shn3 3UTR inh	EBV LMP1 NFkB	CF NFkB inh
O=C(NCCc1ccccc1)c1ccc(CS(=O)(=O)c2ccc(Br)cc2)o1	8.7	11.5	-5.8	-5.5	0.9	11.5	5.2	-2.0	11.8	-2.8	19.0
O=C(CCCN1C(=O)/C(=C\c2cccs2)SC1=S)Nc1ccc(C(=O)O)cc1	1.0	0.5	-31.2	-7.4	11.5	-15.2	-18.2	-33.2	-13.7	-3.3	-19.8
Nc1nnc(SCc2ccc(F)cc2Cl)s1	-7.9	-14.8	-6.8	-0.2	11.3	-47.2	.	-18.4	-17.7	-7.8	-30.1
COc1ccc(N2CCCn3c2nc2c3c(=O)n(Cc3ccc(C)cc3)c(=O)n2C)c(OC)c1	3.8	9.4	13.2	-20.4	-1.3	-6.2	11.5	-3.5	8.1	0.6	-8.1
COc1cc2c(cc1OC)C(c1ccccc1O)N(C1CC(=O)N(c3ccccc3)C1=O)CC2 (stereo unspecified)	-9.7	-10.8	4.7	-34.1	2.6	8.3	5.1	-1.2	-2.7	29.0	16.3
COc1ccccc1CNC(=O)COC(=O)CNS(=O)(=O)c1ccc(NC(C)=O)cc1	-8.1	15.9	-7.8	17.2	-6.8	7.5	-22.0	-5.6	-14.6	-9.1	-7.8
Cc1[nH]nc(SCC(=O)NCCc2ccccc2)c1[N+](=O)[O-]	2.6	18.0	-14.7	5.4	-4.4	-1.4	16.6	-0.8	0.0	-0.5	3.8
CCOc1cc(C(=O)NCCN2CCOCC2)cc(OCC)c1OCC	-3.7	15.3	-1.5	8.3	6.8	11.2	11.6	5.0	-5.6	-6.7	-11.1
CCc1ccccc1NC(=S)/N=C(\N)Nc1nc(C)c2cc(C)ccc2n1	3.7	20.2	-7.7	22.0	-0.8	8.2	-21.3	11.5	13.0	-21.0	-41.8
Cc1cc(NC(=O)CCC(=O)N(CC(=O)NC2CCCC2)c2ccc(Cl)c(Cl)c2)no1	-1.2	9.2	-26.0	6.0	-4.1	-1.7	-11.4	-4.1	-3.4	3.7	-0.6
O=S(=O)(c1ccccc1)N1CCN(C(=S)NCCc2ccccc2)CC1	22.5	-7.3	1.1	1.3	12.1	-1.3	0.8	5.0	13.0	-4.3	-11.1
NS(=O)(=O)c1ccc(NC(=O)CSc2ncn[nH]2)cc1	-2.4	4.7	7.7	-4.4	3.1	-1.4	6.7	-12.3	7.7	-6.3	-14.6
CN(C)C(CNC(=O)c1cc(Br)ccc1Cl)c1ccco1 (stereo unspecified)	-1.8	-15.5	0.0	0.2	6.4	-3.3	8.3	5.9	-16.2	-7.1	-21.2
O=C(NCCCO)c1cc2ccccc2[nH]1	2.2	14.3	-8.6	10.7	12.2	11.8	5.5	5.8	-8.2	-4.3	-4.2
O=C(Nc1ccccc1C(=O)N1CCOCC1)c1ccc(CSc2ccccc2)cc1	-5.3	7.7	1.6	-16.9	1.9	-6.0	6.6	-10.7	-10.8	17.2	6.5
CC1CN(C(=O)c2cccc(COc3ccc(Br)cc3)c2)CC(C)O1 (stereo unspecified)	24.9	-82.5	-49.5	-28.6	9.7	-215.5	-19.1	-90.0	-67.9	-13.9	12.0
Cc1[nH]c(=O)[nH]c(=O)c1S(=O)(=O)N1CCC(C(=O)NC(C)c2ccccc2)CC1 (stereo unspecified)	-5.3	16.5	22.6	2.1	10.4	11.7	5.5	1.4	-11.3	-0.8	10.4
C=C(C)Cn1c(CCNC(=O)C(C)(C)C)nc2ccccc21	5.8	11.0	6.0	-1.5	-0.6	-5.5	12.1	-6.1	-6.2	2.0	0.1
C/C(=N/O)c1ccccn1	2.4	18.5	-5.1	-10.8	11.1	-15.5	-10.1	-1.2	18.1	0.3	-32.3
Oc1ccccc1N=Cc1c(O)ccc2oc3c(c12)CCCC3	2.3	-18.2	18.4	-12.0	11.5	3.7	-0.1	-11.7	1.9	-2.8	10.8
CC(C)CCC(C(=O)O)C(C)CC(=O)NNC(=O)c1ccco1 (stereo unspecified)	6.0&-1.8	17.7&26.6	-6.1&0.8	-24.4&8.1	-7.0&2.2	2.9&4.4	16.7&1.1	-16.1&-0.9	4.6&83.5	-7.5&7.6	-0.4&19.5
CCCCNC(=O)c1c(O)c2cccc3c2n(c1=O)CCC3	18.2	6.8	10.4	25.6	-10.1	6.6	-5.4	-0.3	-8.6	-1.4	-3.0
O=C(O)Cn1c(SCc2cccc3ccccc23)nc2ccccc21	5.6	-16.2	-16.0	-8.1	6.8	-5.9	10.7	-34.6	-12.7	2.3	-1.6
COC(=O)c1ccc(COc2cc(C)ccc2C)o1	7.5	-48.6	-39.1	-2.7	-10.8	-43.1	-26.7	-28.8	-81.9	-7.8	-9.1
CCc1ccc(OCC(=O)OCC(=O)NCCNC(=O)COC(=O)COc2ccc(CC)cc2)cc1	22.4	12.3	-125.1	-3.0	7.5	-6.7	-6.1	-23.7	1.3	-5.7	-8.2
C[C@@H]1C[C@H]2[C@@H]3C[C@H](F)C4=CC(=O)C=C[C@]4(C)[C@@]3(Cl)[C@@H](O)C[C@]2(C)[C@H]1C(=O)COC(=O)C(C)(C)C	8.2	-52.4	15.9	-12.7	4.0	-7.2	-16.6	-9.5	9.4	7.8	69.0*
COc1ccc(NC(=O)C2CC2)cc1-n1cnnn1	1.0	-4.3	-2.6	-3.6	-2.9	17.8	-15.5	-9.3	-2.2	-13.2	5.1
C/C=C(\C)C(=O)Nc1cccc(C2=NOC3(C2)C[C@@H](C(N)=O)N(C(=O)c2cc([N+](=O)[O-])cc([N+](=O)[O-])c2C)C3)c1 (stereo partly specified)	5.1	-25.5	-3.2	-27.8	-0.1	11.8	-9.1	-10.2	3.0	6.6	-11.2
Cc1noc(NS(=O)(=O)c2ccc(NC(=O)C34CCC(CC3)C4)cc2)c1C	-1.5	-22.1	0.8	11.4	2.9	-14.3	10.3	-3.5	-8.1	9.0	0.5
N#C/C(=C\c1ccc(O)c(O)c1)C(=O)c1ccc(O)c(O)c1	9.3	-6.8	15.6	62.9*	7.3	-7.0	-8.7	-4.2	20.8	1.7	-4.4
COc1ccc(C2=NOC(C(=O)Nc3cccnc3)C2)cc1OC (stereo unspecified)	-18.9	2.0	-4.5	8.3	-14.3	16.4	-2.1	-0.3	-57.2	-0.3	14.2
CCOC(=O)C1=CN(Cc2ccco2)S(=O)(=O)N(C)C1c1cccc(OC)c1 (stereo unspecified)	-3.0	8.3	3.9	30.4	-5.9	-1.4	9.9	-2.1	-1.7	-9.2	6.7
COc1ccc(CCNC(=O)CSC2=NS(=O)(=O)c3cc(F)ccc3N2)cc1OC	9.4	-19.9	-14.0	-6.8	0.5	-14.1	6.8	0.9	-13.2	-5.1	6.0
O=C(CSc1n[nH]c(=O)n1Cc1ccccc1)Nc1ccc(F)c(F)c1F	-9.5	0.3	13.2	-3.7	-6.3	-3.9	7.8	-7.3	6.0	1.2	4.6
CN(C)CCCNCC(=O)c1c(-c2ccccc2)n(C)c2ccccc12	-8.9	6.2	6.5	-24.8	-2.3	16.0	23.7	2.4	6.2	-2.1	23.1
Cc1cccc(OCC(=O)N2CCc3ccccc3C2)c1C	12.8	-6.5	-18.7	-13.8	1.3	-7.0	-18.1	-19.8	8.4	-13.6	5.6
CC(C)NC(=O)CSc1nccc(-c2cccs2)n1	9.7	10.3	-14.1	-4.2	5.7	-6.7	-18.1	1.0	-15.4	1.6	-16.4
O=C(CNC(=O)c1cccs1)c1ccc(F)cc1	40.9	-63.5	18.9	52.0*	-1.1	-116.1	-48.7	-110.1	-19.6	21.3	-3.2
COc1cc(NC(=O)c2ccccc2)c(OC)cc1NC(=O)CN1CCOCC1	-14.2	-27.6	-18.7	-18.7	5.1	5.4	-6.3	11.3	6.2	2.1	2.3
Cn1c(=O)c2c(ncn2Cc2ccc(Cl)cc2)n(C)c1=O	0.9	21.1	16.6	1.4	4.4	5.0	18.4	6.2	19.6	-2.4	-1.2
CCN(CC)C(=O)c1nc(-c2cccc3ccccc23)no1	2.4	-73.5	-58.9	-35.7	-14.4	-46.8	-27.6	-20.3	-45.8	-9.1	1.6
CCN(CC)c1ccc(NC(=O)COC(=O)c2ccc3ccccc3n2)cc1	-2.8	-10.2	-3.9	-6.1	6.8	13.5	0.2	15.7	9.7	1.8	-6.1
CC(C)NC(=O)Nc1ccc2c(c1)C(=O)N([C@H](C)CO)C[C@H](C)[C@@H](CN(C)Cc1ccc(C(F)(F)F)cc1)OCCCC[C@H](C)O2	4.4	-10.1	-3.3	-4.8	2.4	11.6	2.6	-10.3	16.7	4.7	-6.3
COC(=O)c1cncn1Cc1ccccc1	3.2	2.1	-10.8	19.4	0.4	5.8	10.1	-6.9	-20.1	16.2	0.8
CCN(c1ccc(OC)cc1)S(=O)(=O)c1ccc(-c2cc(C)no2)s1	1.8	3.6	-16.4	4.4	-14.8	-18.6	-10.5	14.8	12.9	-8.1	14.7
CCN1CCCc2cc(CN(CCN3CCOCC3)C(=S)Nc3ccc(OC)cc3)ccc21	5.6	0.1	-9.4	-21.0	-12.6	10.8	-7.1	2.8	-1.5	6.6	3.5
CCn1c(-c2cccnc2Cl)nc2ccccc21	11.5	3.2	-3.5	5.7	-1.1	-1.4	1.9	-26.5	-11.7	8.3	-12.0
CCOc1ccccc1CN1C(=O)NC(C)(c2ccccc2)C1=O (stereo unspecified)	-5.9	19.0	0.4	-19.2	2.6	8.2	4.1	13.4	10.0	1.8	5.4
CC1CC(C)CN(c2ccc([N+](=O)[O-])nc2)C1 (stereo unspecified)	4.1	4.5	-5.5	1.3	10.1	-12.8	-6.2	-8.5	12.1	-7.3	6.4
CC(O)c1nc2ccccc2n1Cc1ccc([N+](=O)[O-])cc1 (stereo unspecified)	-2.8	7.5	-0.8	8.9	-8.4	2.0	7.7	-0.8	-3.8	7.2	-14.0

Next section
compound	C8 TRAIL sens	NCOA3 inh	TROY signal inh	TWEAK Fn14 block	KKLEB tox	NR5A2 inv ag	COUP-TFII inh	NCOA1 inh	Shn3 3UTR inh	EBV LMP1 NFkB	CF NFkB inh
CCOc1ccc(OCCC(=O)OCC(=O)Nc2cc(OCC)c(N3CCOCC3)cc2OCC)cc1	6.1	14.2	-10.0	-23.4	-8.3	2.6	0.8	-13.7	9.2	0.1	13.2
CCn1c(CC(=O)Nc2cccc(Cl)c2Cl)nnc1SCCOc1ccc(OC)cc1	-0.7	-7.5	-12.8	-11.0	6.6	-15.1	.	-11.1	7.0	-8.9	-2.9
COc1ccccc1C(=O)O/N=C(\N)c1ccc(Cl)cc1	26.9	-140.7	-52.5	12.8	-11.7	-137.6	-50.7	-131.4	-98.0	-70.2	-13.7
O=c1[nH]c(=S)[nH]c2c1[C@H](C1CC1)O[C@H](CCc1ccccc1)C2	10.8	.	5.1	-17.5	.	-8.8	-2.8	.	.	.	.

An excerpt; rates above refer to the full screens.
